Assay outcomes as filed in PubChem BioAssay.
Yp Topo-I inh – Yersinia pestis topoisomerase I inhibitors, primary screen, biochemical, cleavage product accumulation, plate reader, single point | DNA topoisomerase I (Yersinia pestis CO92) | Y. pestis Topo-I cleavage product accumulation | activity, % at 10 µM | 0.064% of 360,000 active; in the data active means activity above about 50%, passing the limit was not always enough; inconclusive means no clear call, values can overlap the other calls; further: inactives centre near 2
Anthrax LF inh2 – Bacillus anthracis LF protease inhibitors, primary screen, biochemical, multiplex microsphere, MLPCN library | Lethal factor (Bacillus anthracis), P15917 | multiplex microsphere protease cleavage assay | inhibition, % at 10 µM | 0.12% of 360,000 active | AID 588501, 2011; further: plate controls were buffer without enzyme for full effect and enzyme alone for no effect
BoNT-F LC inh – BoNT/F light chain protease inhibitors, primary screen, biochemical, flow cytometry, MLPCN library. Botulinum neurotoxin type F light chain protease (Clostridium botulinum). Multiplex microsphere protease cleavage assay. inhibition, % at 10 µM. 0.22% of 360,000 active; in the data active means inhibition above about 35%, passing the limit was not always enough; inconclusive means no clear call, values can overlap the other calls; further: plate controls were buffer without enzyme for full effect and enzyme alone for no effect
PrPC TRFRET – inhibitors of human cell surface prion protein PrPC, primary screen, cell-based, TR-FRET; Major prion protein (Homo sapiens), P04156; TR-FRET read-out; inhibition, % at 13.8 µM; 0.43% of 370,000 active; in the data active means inhibition above about 24%; further: 0% = median of the test wells and 100% = reference compound wells
PfHsp40 rescue – rescue of yeast from PfHsp40 toxicity, primary screen, S. cerevisiae, ATP luminescence. S. cerevisiae expressing PfHsp40, growth rescue. growth rescue, % at 12.5 µM. 0.68% of 340,000 active; in the data active means growth rescue above about 28%, passing the limit was not always enough; inconclusive means no clear call, values can overlap the other calls;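 further: yeast W303a lacking pdr1 and pdr3 grown in galactose medium; growth measured after three days at 30 °C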
CCHFV vOTU inh – CCHFV vOTU protease inhibitors, primary screen, biochemical, Pep-AMC substrate, fluorescence; Crimean-Congo hemorrhagic fever virus L polyprotein viral ovarian tumor (vOTU) protease …; inhibition, % at 11.5 µM; 0.55% of 370,000 active; AID 651958, 2012; in the data active means inhibition above about 30%; further: 0% = vehicle wells with enzyme and 100% = no enzyme wells
BoNT A protease – BoNT/A light chain protease inhibitors, primary screen, biochemical, flow cytometry, MLPCN library; Botulinum neurotoxin type A light chain protease (Clostridium botulinum A str. ATCC 3502); multiplex microsphere protease substrate cleavage; inhibition, % at 10 µM; 0.17% of 360,000 active; further: plate controls were buffer without enzyme for full effect and enzyme alone for no effect
TcdB inh – TcdB glycohydrolase inhibitors, primary screen, biochemical, single point, plate reader; TcdB glycohydrolase enzymatic assay; inhibition, % at 9.99 µM; 0.24% of 350,000 active; in the data active means inhibition above about 10%
Target sequence (P18177 whole entry, looked up): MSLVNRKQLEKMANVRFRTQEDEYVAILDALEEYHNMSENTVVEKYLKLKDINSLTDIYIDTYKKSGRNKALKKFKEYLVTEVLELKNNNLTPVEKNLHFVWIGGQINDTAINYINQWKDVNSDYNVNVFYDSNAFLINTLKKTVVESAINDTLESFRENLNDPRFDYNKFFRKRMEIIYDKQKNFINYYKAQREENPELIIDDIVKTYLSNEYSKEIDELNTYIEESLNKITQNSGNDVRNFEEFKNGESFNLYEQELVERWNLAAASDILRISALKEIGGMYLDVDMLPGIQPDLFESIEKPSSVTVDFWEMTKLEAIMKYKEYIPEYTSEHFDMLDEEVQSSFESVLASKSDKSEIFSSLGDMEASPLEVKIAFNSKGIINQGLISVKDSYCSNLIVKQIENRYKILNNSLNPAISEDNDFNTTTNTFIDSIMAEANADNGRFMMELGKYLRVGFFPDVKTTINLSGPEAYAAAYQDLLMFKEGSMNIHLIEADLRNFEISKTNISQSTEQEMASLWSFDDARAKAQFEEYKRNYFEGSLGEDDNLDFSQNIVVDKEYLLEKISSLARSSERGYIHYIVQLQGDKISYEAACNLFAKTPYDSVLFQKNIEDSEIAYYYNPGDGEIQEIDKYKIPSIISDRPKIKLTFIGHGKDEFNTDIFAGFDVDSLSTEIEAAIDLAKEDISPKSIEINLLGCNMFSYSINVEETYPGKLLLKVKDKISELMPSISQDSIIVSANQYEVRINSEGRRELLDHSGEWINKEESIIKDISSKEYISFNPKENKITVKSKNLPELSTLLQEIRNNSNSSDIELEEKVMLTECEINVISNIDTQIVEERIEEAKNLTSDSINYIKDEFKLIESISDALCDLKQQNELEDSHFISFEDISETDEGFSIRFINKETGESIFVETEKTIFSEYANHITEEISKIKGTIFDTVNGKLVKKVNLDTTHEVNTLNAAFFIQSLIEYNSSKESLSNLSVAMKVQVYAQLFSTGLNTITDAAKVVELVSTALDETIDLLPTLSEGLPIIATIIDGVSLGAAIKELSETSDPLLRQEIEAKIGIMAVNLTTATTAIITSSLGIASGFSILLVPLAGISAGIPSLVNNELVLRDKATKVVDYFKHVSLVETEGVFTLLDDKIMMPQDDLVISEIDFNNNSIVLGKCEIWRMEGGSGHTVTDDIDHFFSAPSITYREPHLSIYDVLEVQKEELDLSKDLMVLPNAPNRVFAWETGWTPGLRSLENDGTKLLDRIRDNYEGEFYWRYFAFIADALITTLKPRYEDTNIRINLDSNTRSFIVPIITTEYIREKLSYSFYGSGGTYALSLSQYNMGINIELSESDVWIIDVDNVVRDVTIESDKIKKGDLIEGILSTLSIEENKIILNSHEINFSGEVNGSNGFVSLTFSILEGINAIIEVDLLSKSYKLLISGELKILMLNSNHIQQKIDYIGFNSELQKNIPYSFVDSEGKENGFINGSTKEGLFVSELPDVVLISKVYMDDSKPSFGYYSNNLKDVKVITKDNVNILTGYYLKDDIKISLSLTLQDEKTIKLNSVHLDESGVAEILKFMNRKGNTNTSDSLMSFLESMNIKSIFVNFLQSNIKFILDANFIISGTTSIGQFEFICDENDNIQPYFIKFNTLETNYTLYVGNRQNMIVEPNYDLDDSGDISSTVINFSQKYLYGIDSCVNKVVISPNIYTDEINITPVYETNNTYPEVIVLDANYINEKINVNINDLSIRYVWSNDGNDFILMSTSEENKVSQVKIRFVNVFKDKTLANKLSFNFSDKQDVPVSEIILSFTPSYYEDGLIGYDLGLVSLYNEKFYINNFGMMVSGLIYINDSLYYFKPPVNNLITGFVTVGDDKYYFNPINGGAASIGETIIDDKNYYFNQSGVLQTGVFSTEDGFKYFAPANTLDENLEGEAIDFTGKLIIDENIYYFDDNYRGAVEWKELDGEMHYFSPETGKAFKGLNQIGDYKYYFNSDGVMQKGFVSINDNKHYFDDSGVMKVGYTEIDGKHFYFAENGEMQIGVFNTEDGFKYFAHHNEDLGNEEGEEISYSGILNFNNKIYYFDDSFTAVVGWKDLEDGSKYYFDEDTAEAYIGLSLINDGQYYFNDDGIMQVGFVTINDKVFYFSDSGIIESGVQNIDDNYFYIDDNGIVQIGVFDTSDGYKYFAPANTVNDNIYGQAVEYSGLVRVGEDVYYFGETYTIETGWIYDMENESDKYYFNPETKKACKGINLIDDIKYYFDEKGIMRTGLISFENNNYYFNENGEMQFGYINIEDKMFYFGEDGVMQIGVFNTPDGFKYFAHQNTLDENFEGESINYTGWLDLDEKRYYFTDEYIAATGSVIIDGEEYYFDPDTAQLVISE
FadD28 FP inh – inhibitors of FadD28 bisubstrate probe binding, primary screen, biochemical, fluorescence polarization, single point; Mycobacterium tuberculosis FadD28 fatty-acid-AMP ligase; inhibition, % at 12.5 µM; 0.22% of 360,000 active; AID 588549, 2011; in the data active means inhibition above about 8.5%, passing the limit was not always enough; inconclusive means no clear call, values can overlap the other calls
Numbers without * were called inactive; ? = inconclusive; / = no result given. Unless noted, no stated cut-off is given here; in the data, active means inhibition above about 30%; inconclusive means no clear call, values can overlap the other calls; inactive means below that.

no. | molecule | BoNT-F LC inh | PfHsp40 rescue | TcdB inh | PrPC TRFRET | BoNT A protease | FadD28 FP inh | Yp Topo-I inh | CCHFV vOTU inh | Anthrax LF inh2
1 | COc1c(C)cc(Br)cc1C(=O)Nc1ccccc1C | -3 | 0.4 | 1.9 | -4 | -1.0 | -1.0 | 5 | 7 | -2
2 | CCNC(=S)NNC(=O)CCn1cc(C)cn1 | -7 | 0.1 | / | 4 | -0.7 | 0.1 | -11 | -10 | 2
3 | OCCN(CCO)CC(O)COc1ccc(C23CC4CC(CC(C4)C2)C3)cc1 (stereo not given) | -10 | 5.3 | / | -8 | -1.1 | -2.8 | 16 | -9 | -4
4 | Cn1c(N)c(C(=O)COC(=O)CCC(=O)c2cccs2)c(=O)n(C)c1=O | -12 | -0.1 | / | 3 | -1.4 | -0.2 | 0 | -15 | -3
5 | OC(CN1CCCCC1)c1ccc(Br)cc1 (stereo not given) | -7 | -1.6 | 7.0 | 3 | -0.5 | -1.0 | 8 | -4 | -4
6 | CCCCCCc1ccc(OCC(=O)O)cc1OCC(=O)O | -9 | 0.3 | / | 2 | 0.1 | -0.3 | 5 | 2 | 3
7 | COc1ccc(NC(=O)c2cnn3c(C(F)(F)F)cc(-c4ccco4)nc23)cc1OC | 9 | -0.6 | / | -1 | -0.2 | -0.5 | -5 | 5 | -1
8 | O=C(CCN1C(=O)COc2ccccc21)NCCN1CCc2ccccc2C1 | -4 | -0.4 | -0.4 | -9 | -0.6 | 0.8 | 3 | -6 | -4
9 | COc1cc(-c2nnc(NC(=O)CS(=O)(=O)c3ccc(C)cc3)o2)cc(OC)c1OC | 5 | 0.5 | -0.5 | -2 | 1.8 | -1.2 | 2 | -1 | -2
10 | Cc1nonc1OCCn1nnnc1N | 0 | ? | 0.3 | -4 | 0.8 | -2.2 | -4 | -9 | 0

Some of these compounds in order of number of heavy atoms, high to low:
no. | molecule | BoNT-F LC inh | PfHsp40 rescue | TcdB inh | PrPC TRFRET | BoNT A protease | FadD28 FP inh | Yp Topo-I inh | CCHFV vOTU inh | Anthrax LF inh2
4 | Cn1c(N)c(C(=O)COC(=O)CCC(=O)c2cccs2)c(=O)n(C)c1=O | -12 | -0.1 | / | 3 | -1.4 | -0.2 | 0 | -15 | -3
1 | COc1c(C)cc(Br)cc1C(=O)Nc1ccccc1C | -3 | 0.4 | 1.9 | -4 | -1.0 | -1.0 | 5 | 7 | -2
2 | CCNC(=S)NNC(=O)CCn1cc(C)cn1 | -7 | 0.1 | / | 4 | -0.7 | 0.1 | -11 | -10 | 2
10 | Cc1nonc1OCCn1nnnc1N | 0 | ? | 0.3 | -4 | 0.8 | -2.2 | -4 | -9 | 0

The results go on:
no. | molecule | BoNT-F LC inh | PfHsp40 rescue | TcdB inh | PrPC TRFRET | BoNT A protease | FadD28 FP inh | Yp Topo-I inh | CCHFV vOTU inh | Anthrax LF inh2
11 | Cc1ccc(S(=O)(=O)N2CCOCC2)cc1C(=O)OC(C)C(=O)NC1CCCC1 (stereo not given) | 3 | -0.4 | 0.6 | -7 | -1.4 | -2.3 | -3 | -7 | -1
12 | COC(=O)c1ccc(CN2CCC(CO)(CCOc3ccccc3)CC2)cc1 | ? | -0.4 | 0.8 | -8 | 0.1 | -2.7 | 9 | -9 | -10
13 | COc1ccc(N=C(NN)c2ccc3ccccc3n2)cc1 | -6 | 0.6 | -0.5 | 4 | -0.1 | -6.9 | 11 | 7 | 0
14 | CCOc1ccc(N2C(=O)C3C(c4ccc(OC)cc4OC)NC(CCSC)(C(=O)OC)C3C2=O)cc1 (stereo not given) | -18 | -0.6 | 0.4 | -9 | 0.1 | 0.0 | 4 | -7 | 10
15 | O=C(Cn1nnc(-c2ccccc2)n1)N1CCN(c2ccc(F)cc2)CC1 | -8 | 1.3 | 0.4 | 1 | -1.2 | -0.9 | 3 | 0 | -4
16 | COc1cc(OC)cc(C(=O)NCC2CCCN(C(=O)c3csc(C)n3)C2)c1 (stereo not given) | 0 | -0.6 | 1.5 | -2 | 0.7 | -2.8 | 4 | 0 | 1
17 | Cc1ccc(S(=O)(=O)Nc2ccc(NC(=O)Nc3ccc(F)cc3F)cc2)cc1 | -2 | 0.5 | / | 8 | 0.3 | -0.8 | -9 | 3 | -2
18 | O=C(NCC(c1cccs1)N1CCOCC1)c1ccccc1NS(=O)(=O)c1ccc(Br)cc1 (stereo not given) | -2 | 0.4 | / | 6 | 0.5 | -3.0 | 17 | 9 | -1
19 | Cn1c(-c2ccc3c(c2)OCO3)cnc1NCc1ccc(Cl)cc1 | -4 | 0.6 | / | -3 | -1.8 | -2.3 | 3 | -4 | -11
20 | CCOC(=O)c1c(C)c(C(=O)NCc2ccccn2)c(C)n1CC | -16 | 1.1 | 1.2 | / | -0.8 | -4.6 | 12 | / | -2
21 | CCN(CC)CCN1C(=O)C2C(C(=O)Nc3cccc(SC)c3)C3C=CC2(O3)C1C(=O)NC1CCCC(C)C1C (stereo not given) | -20 | 0.5 | 2.7 | -15 | -6.6 | -1.1 | 5 | 7 | -4
22 | CN(C)CCCNc1nc(-c2ccc(Cl)cc2)nc2ccccc12 | 13 | 0.6 | 1.5 | -12 | -0.7 | -7.5 | -17 | 0 | -6
23 | Cc1ccc(NS(=O)(=O)c2ccc(CCC(=O)NCCO)cc2)cc1 | 7 | -1.3 | / | 1 | ? | -2.1 | 1 | -4 | 2
24 | CCCCC1(COC(=O)CCC(=O)O)C(=O)N(c2ccccc2)N(c2ccccc2)C1=O | -5 | 0.8 | -0.2 | 1 | -0.9 | 1.1 | 8 | 0 | -12
25 | COc1ccc(CN2C(=NC(=O)COc3ccccc3)SC3CS(=O)(=O)CC32)cc1 (stereo not given) | 0 | -0.6 | -3.3 | -6 | -0.3 | -0.7 | -4 | 12 | 1
26 | COc1cc(/C=C2\C(=N)N3N=C(S(C)(=O)=O)SC3=NC2=O)cc(OC)c1OCCOc1ccc(C)cc1 | 3 | 1.3 | 0.6 | -1 | -0.1 | -18 | 2 | 4 | -7
27 | Cc1c(C(=O)NCCC2=CCCCC2)cccc1[N+](=O)[O-] | 6 | 1.1 | 0.5 | -1 | 0.9 | -0.8 | 2 | -2 | 2
28 | COC(=O)C1=C(C(=O)OC)C2(OC1c1ccc(Br)cc1)C(=O)c1ccccc1C2=O (stereo not given) | 5 | 0.9 | / | 0 | 0.7 | -2.9 | 0 | -2 | 2
29 | Cc1ccc(S(=O)(=O)NC2(C(=O)O)CCCCC2)cc1 | -2 | -1.6 | 1.1 | -2 | -2.0 | -1.4 | 0 | -2 | -1
30 | O=C1/C(=C\c2c(NCCOCCO)nc3ccccn3c2=O)SC(=S)N1Cc1ccco1 | 4 | -0.5 | 1.4 | 17 | -1.6 | -1.4 | 46 | 5 | -17
31 | CN(Cc1cccc(F)c1)C(=O)c1cccc(S(=O)(=O)N2CCN(Cc3ccccc3)CC2)c1 | -11 | -0.7 | -0.9 | 6 | -3.1 | -5.6 | 21 | 7 | -1
32 | COc1ccccc1C(=O)NC(CCSC)C(=O)NNC(=O)c1ccncc1 (stereo not given) | -6 | 0.7 | -1.9 | -2 | -1.4 | 0.9 | -5 | -3 | 0
33 | COC(=O)C1=C(C(=O)OC)[C@]2([C@@H]3CCCCN[C@@H](Cc4ccccc4)C(=O)N3Cc3ccccc3)C=C[C@H]1O2 | 5 | -0.4 | 0.3 | 14 | -0.7 | -0.6 | 9 | -5 | -17
34 | Oc1ccc(-c2nc3ccccc3nc2-c2ccc(O)cc2O)c(O)c1 | 2 | -0.9 | 1.4 | -20 | -0.2 | / | -8 | 6 | -5
35 | Cc1cccc(N2CCN(C(=O)C(C)n3nc(C)n4c(cc5occc54)c3=O)CC2)c1C (stereo not given) | 0 | 0.9 | / | -3 | 1.1 | -0.1 | 4 | -14 | -1
36 | CCN(CC)S(=O)(=O)c1cccc(C(=O)NC(C(=O)NC2=NCCS2)C(C)C)c1 (stereo not given) | -7 | 0.7 | / | 8 | -0.3 | -0.4 | -4 | 24 | 0
37 | CCOC(=O)C1CCCc2c1[nH]c1c(C(N)=O)cccc21 (stereo not given) | -3 | 0.0 | / | 0 | 0.3 | -2.5 | -7 | -1 | -1
38 | CCc1nc2ccccc2n1Cc1ccccc1F | -3 | -0.7 | 1.7 | 1 | -0.5 | -3.4 | 4 | -3 | -2
39 | Nc1ccccc1Nc1ccc([N+](=O)[O-])cc1[N+](=O)[O-] | -4 | 0.5 | 1.3 | -50 | -0.7 | 2.6 | -11 | 16 | -2
40 | CCc1ccc(N(C(=O)c2snc(C(N)=O)c2N)C(C(=O)NC2CCCC2)c2ccco2)cc1 (stereo not given) | -17 | 0.2 | 0.4 | -8 | -1.3 | -0.4 | 34 | 14 | 10
41 | COc1ccc(C)c2sc(N(CCCN(C)C)C(=O)c3ccc(S(=O)(=O)N(C)C)cc3)nc12 | 2 | -1.2 | 2.1 | -4 | 0.0 | -3.7 | 0 | -8 | 1
42 | OCC1(CCOc2ccccc2)CCN(Cc2nc3ccc(F)cc3[nH]2)CC1 | 3 | -0.9 | 1.9 | -6 | 0.4 | -2.6 | -2 | -8 | 0
43 | Cc1c(CCCN)c2ccccc2n1Cc1ccccc1 | -8 | -1.1 | 0.4 | 0 | -0.3 | -2.3 | -12 | -9 | -1
44 | COc1ccc(NC(=O)CN2CCC(C)CC2)cc1 | -7 | -1.2 | / | -2 | -5.2 | 1.1 | 5 | -6 | -4
45 | COCCNC(=O)C(c1ccc(C)o1)N(Cc1ccc(F)cc1)C(=O)Cn1nnc2ccccc21 (stereo not given) | 3 | -0.5 | / | -4 | 0.3 | 0.2 | 4 | 13 | -3
46 | COc1ccccc1CNCC(=O)Nc1cc(S(=O)(=O)N2CCCCCC2)ccc1Cl | -8 | 0.6 | -0.2 | -1 | 0.0 | -0.9 | 23 | -7 | 3
47 | CC(C)N1CCc2c(sc(N)c2C#N)C1 | 4 | -0.7 | 0.8 | 0 | 25 | -0.7 | 4 | -9 | 24
48 | CC(C)CCn1nnnc1CN1CCN(C(=O)c2ccco2)CC1 | 3 | -0.5 | 0.3 | -5 | -1.2 | -2.8 | -4 | 1 | -1
49 | COc1ccccc1C1NC(=O)CS1 (stereo not given) | 2 | -2.4 | / | -2 | 0.2 | -2.2 | -1 | 7 | 0
50 | Cc1sc(NC(=O)CSc2nnc(COc3ccc(Cl)cc3)n2C)c(C#N)c1C | -8 | -1.1 | / | 3 | -1.7 | 0.4 | -2 | -2 | 0
51 | O=C(NCc1ccccc1)c1cc(C2COCCN2C(=O)C/C=C/c2ccccc2)on1 (stereo not given) | -2 | / | 1.3 | -3 | -0.7 | -3.5 | 15 | -6 | -6
52 | Cc1nc2ccc(Br)cc2c(=O)n1-c1ccc([N+](=O)[O-])c(C(F)(F)F)c1 | 0 | -0.1 | 3.6 | 13 | 0.2 | 0.6 | 7 | 4 | 10
53 | COc1ccc(S(N)(=O)=O)cc1C(=O)NCC(C)(C)N1CCCCC1 | -8 | -0.9 | 2.2 | -12 | -0.5 | 0.9 | 5 | 8 | -8
54 | Cc1ccc2nc(-c3ccc(SCC(=O)N4CCc5ccccc54)nc3)[nH]c2c1 | 4 | -0.2 | 0.3 | -1 | 0.4 | -4.0 | 27 | -17 | 1
55 | COCC(=O)N1CCCc2ccccc21 | -1 | 0.8 | / | 0 | 1.2 | -0.3 | -3 | 13 | -4
56 | O=C(CCNC(=O)c1ccc([N+](=O)[O-])cc1)Nc1nc2ccccc2[nH]1 | -3 | -0.5 | 2.8 | -10 | 1.4 | -2.0 | -3 | -8 | -1
57 | Cc1cccc(OP(N)(N)=O)c1C | 0 | -1.1 | 0.6 | 1 | 0.5 | 0.6 | 4 | 2 | 0
